High-throughput results deposited in PubChem by several laboratories.
dFosB act: activators of delta FosB homodimer, primary screen, biochemical, fluorescence polarization, TAMRA-CDK5 oligo, single point. Protein FosB (Mus musculus), P13346. purified delta FosB; percent of positive-control signal above neutral wells. activation, % at 25 µM. 340,000 tested, 0.99% active;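 active = mean activation above about 17%, with every replicate also reaching it, limit read from the data, passing the limit was not always enough; inconclusive = only one of the two conditions met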;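 note: fluorescence polarization rise as delta FosB binds a TAMRA Cdk5 AP-1 oligo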
Target sequence (P13346 whole entry, looked up): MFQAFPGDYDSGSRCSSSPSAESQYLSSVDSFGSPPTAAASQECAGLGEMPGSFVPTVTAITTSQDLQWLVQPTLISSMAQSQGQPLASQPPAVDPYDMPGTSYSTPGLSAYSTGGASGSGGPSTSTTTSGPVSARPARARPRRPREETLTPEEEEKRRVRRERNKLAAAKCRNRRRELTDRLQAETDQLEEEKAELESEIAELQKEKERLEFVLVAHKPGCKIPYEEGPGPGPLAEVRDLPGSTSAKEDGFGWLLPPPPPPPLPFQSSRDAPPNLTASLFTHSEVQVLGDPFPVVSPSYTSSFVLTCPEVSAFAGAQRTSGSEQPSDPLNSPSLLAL
RTF Ca sens act: cardiac RTF calcium sensitivity activators, primary screen, biochemical, IANBD-TnC fluorescence, EC20 calcium; activation, % at 7.2 µM; 340,000 tested, 0.24% active; Troponin I, cardiac muscle (Homo sapiens) + Troponin T, cardiac muscle (Homo sapiens) + …; IANBD-labeled TnC RTF fluorescence at EC20 calcium; 0% EC20 calcium, 100% full calcium; AID 493008, 2010;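 active = activation above the mean over all tested compounds plus 3 SD, cut at about 30% in these data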;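 note: rise in fluorescence read as greater calcium sensitivity of cardiac thin filaments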
LANA DNA inh: inhibitors of KSHV C-LANA binding to DNA, primary screen, biochemical, fluorescence polarization, FAM-LBS DNA, MBP-C-LANA, single point. inhibition, % at 9 µM. AID 504423, 2011. Kaposi's sarcoma herpesvirus LANA C-terminal domain (residues 932-1162) DNA binding. 340,000 tested, 0.078% active;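 active = highest replicate inhibition at or above 60% at 9 µM, even if other replicates fall short; inactive = all replicates below 60% inhibition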;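 note: 0% = neutral control wells and 100% = 4 µM acridine orange control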
PvdQ inh: P. aeruginosa PvdQ acylase inhibitors, primary screen, biochemical, fluorescence, plate reader and imaging, single point. purified PvdQ acylase. inhibition, % at 10 µM. 340,000 tested, 0.063% active. AID 488965, 2010; in the data active = inhibition above about 30%, passing the limit was not always enough; inconclusive = no clear call, values can overlap the other calls;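 note: 0% = vehicle neutral wells and 100% = reference inhibitor wells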
Rtt109 Vps75: inhibitors of C. albicans Rtt109/Vps75 HAT, primary screen, biochemical, ThioGlo CoA-SH fluorescence, plate reader; Histone acetyltransferase RTT109 (Candida albicans (strain SC5314 / ATCC MYA-2876)), …; purified Rtt109/Vps75, 4 h; inhibition, % at 34.9 µM; 330,000 tested, 0.16% active; AID 540336, 2011;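 active = inhibition of at least 50% in every replicate; inconclusive = best replicate reaches 50% inhibition but some replicates fall short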
Target sequence (Q5AAJ8 whole entry, looked up): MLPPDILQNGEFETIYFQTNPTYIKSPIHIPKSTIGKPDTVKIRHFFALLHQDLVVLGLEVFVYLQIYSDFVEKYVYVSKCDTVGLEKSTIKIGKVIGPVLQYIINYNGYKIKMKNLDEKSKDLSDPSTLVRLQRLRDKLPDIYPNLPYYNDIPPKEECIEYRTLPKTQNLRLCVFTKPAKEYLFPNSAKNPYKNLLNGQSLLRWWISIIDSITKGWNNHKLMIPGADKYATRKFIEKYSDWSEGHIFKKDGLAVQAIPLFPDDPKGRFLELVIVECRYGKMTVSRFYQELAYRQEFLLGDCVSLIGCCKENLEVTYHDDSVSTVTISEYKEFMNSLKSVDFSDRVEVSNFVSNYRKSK
NSD2 inh: NSD2 histone methyltransferase inhibitors, primary screen, biochemical, AlphaScreen, single concentration, set 2 | AID 743445, 2014 | inhibition, % at 12.5 µM | Histone-lysine N-methyltransferase NSD2 (Homo sapiens), O96028 | 310,000 tested, 0.54% active | NSD2 peptide methylation, 120 min; in the data active = inhibition above about 50%
PfHsp90 set2: growth inhibition of PfHsp90-expressing yeast, primary screen, antimalarial PfHsp90 inhibitor project, S. cerevisiae, BacTiter-Glo luminescence, single point, set 2; inhibition, % at 9.4 µM; 310,000 tested, 0.32% active; BacTiter-Glo ATP, 48 h; yeast lacking PDR1 and PDR3 efflux regulators;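 active = every replicate shows inhibition above about 80%, whatever the replicate mean, limit read from the data; inconclusive = mean inhibition reaches the set limit but some replicate falls short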;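 note: 0% = DMSO neutral controls and 100% = 20 µM radicicol positive controls; yeast relying on Plasmodium falciparum Hsp90 in place of its own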
Keap1 Nrf2 FP: Keap1-Nrf2 protein-protein interaction inhibitors, primary screen, biochemical, fluorescence polarization, single point; Kelch-like ECH-associated protein 1 (Homo sapiens), Q14145; Keap1 Kelch-Nrf2 peptide fluorescence polarization, 1536-well; inhibition, % at 9.4 µM; 340,000 tested, 0.15% active; AID 504523, 2011; in the data active = inhibition above about 12%; inconclusive = no clear call, values can overlap the other calls; inactive = below about 7.3%;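 note: human Keap1 Kelch domain with fluorescein labeled Nrf2 9mer peptide probe; 0% = neutral control wells and 100% = peptide positive control; higher means more block of Keap1 binding to Nrf2 peptide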
CDK5 inh: inhibitors of human CDK5/p35 kinase, primary screen, biochemical, single concentration; Recombinant CDK5/p35, ADP-Glo luminescence, 60 min; inhibition, % at 10 µM; Cyclin-dependent kinase 5 (Homo sapiens) + Cyclin-dependent kinase 5 activator 1 (Homo …; AID 488839, 2010; 330,000 tested, 0.01% active;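 active = highest replicate inhibition of at least 50% and at least 75% of replicates reaching 50%; inconclusive = only one of the two criteria met; inactive = both criteria failed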;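 note: plate controls were DMSO neutral control for no effect and GW8510 at 10 µM for full effect; many of its hits are not listed in these tables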
RTF Ca sens inh: cardiac RTF calcium sensitivity inhibitors, primary screen, biochemical, IANBD-TnC fluorescence, EC70 calcium; Troponin I, cardiac muscle (Homo sapiens) + Troponin T, cardiac muscle (Homo sapiens) + …; IANBD-labeled cardiac RTF, Ca2+ fluorescence; inhibition, % at 7.15 µM; 340,000 tested, 0.12% active;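 active = inhibition above the mean inhibition of all tested compounds plus 3 SD, cut at about 17% in these data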;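 note: assay run at fixed EC70 calcium of 1.6 mM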
Mot1-301 SUMO: yeast Mot1-301 growth rescue at high temperature, primary screen, SUMOylation pathway inhibitor project, S. cerevisiae, ATP luminescence, 38.5C | growth rescue, % at 18.8 µM | S. cerevisiae Mot1-301 growth rescue; percent above DMSO median, 100 means doubled | 320,000 tested, 1% active;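 active = every valid replicate shows activation above 250% relative to neutral control wells; inactive = the rest, any valid replicate at or below 250%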;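 note: OY570 slx delta 5 strain wells were the positive control but not used for scaling; some compounds called inactive have numbers as strong as hits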
* hit, by the source's call; ? = inconclusive; / = not tested or not shown.

SMILES	dFosB act	RTF Ca sens act	LANA DNA inh	PvdQ inh	Rtt109 Vps75	NSD2 inh	PfHsp90 set2	Keap1 Nrf2 FP	CDK5 inh	RTF Ca sens inh	Mot1-301 SUMO
Cc1c(Br)c([N+](=O)[O-])nn1CC(=O)NCc1ccco1	-1	-5	-0.8	-9	-1	-1	24	0	0.9	0	-2
COc1ccc(NC(=O)c2ccccc2N(Cc2ccccc2)S(C)(=O)=O)c(OC)c1	-8	6	-0.2	-15	-2	3	-20	-9	0.7	-5	19
Cc1nc2cc(NCc3cc([N+](=O)[O-])ccc3O)ccc2n1Cc1ccccc1	9	-7	0.5	0	/	1	3	2	-1.5	-3	4
Cn1nc(C(=O)OCc2ccc(Br)cc2F)c2ccccc2c1=O	-4	4	2.5	-9	-8	/	-17	1	-3.3	-6	-18
CC12CC3CC(C)(C1)CC(C(=O)NCc1ccncc1)(C3)C2	-3	8	-1.6	-6	6	0	3	-4	-0.2	-8	-6
c1ccc(Cc2cc(-c3ccccc3)on2)cc1	1	0	-1.0	-8	-3	-1	-23	1	0.2	-8	11
COc1ccc(NC(=O)CSc2nc3c(c(=O)n2C)SCC3)cc1OC	4	0	-2.0	1	7	4	3	-1	0.0	-7	1
C/C(=N\NC(=O)CNc1cccc2ccccc12)c1ccc(Br)s1	-2	1	1.1	-20	11	-2	2	-1	1.7	-17	-1
O=C(NCCCCc1ccccc1)C1CC(c2ccc([N+](=O)[O-])cc2)=NO1 (configuration not stated)	2	-3	5.0	10	1	/	/	-4	0.3	-3	-19
Cc1ccc(OCC(=O)Nc2ccc3c4c(cccc24)CC3)c(C)c1	-2	0	0.8	14	1	0	-3	-3	0.8	4	-4
O=C(NCCCN1CCOCC1)c1ccc(CS(=O)(=O)c2c(Cl)cccc2Cl)o1	-9	3	0.1	-14	-1	/	0	?	-0.2	-5	-3
Cc1cccc2nc(-c3cccc(NC(=O)c4ccc(Cl)cc4)c3)cn12	21*	6	1.8	11	6	/	-1	2	1.4	-5	44
NCC1CCN(c2nc3ccccc3c3c2CCCC3)CC1	2	-6	-0.9	-5	11	1	-7	-4	0.1	-8	/
CC(C)N1CCCC(CNC(=O)CCc2nnc(CCCCc3ccccc3)o2)C1 (configuration not stated)	-2	0	0.1	-9	7	21	-12	-2	-6.8	-6	1
CCOC(CCn1c(SCC(=O)NC2CCCC2)nc2ccccc2c1=O)OCC	-9	0	1.7	-5	-3	2	-80	-2	-1.4	-8	-13
CC(C)CCNC(=O)Cn1c(=O)oc2cc(S(=O)(=O)N3CCc4ccccc43)ccc21	2	3	-0.7	-16	9	/	-16	-5	1.6	-6	-11
CCOC(=O)c1c(NC(=O)CSc2nnc3c(n2)[nH]c2ccc(F)cc23)sc(C(C)=O)c1C	-3	-6	-6.1	7	28	-1	-22	5	1.1	7	35
Cc1cc(C)n(-c2nc(N(C)C)nc(N(C)C)n2)n1	3	2	-1.8	21	-6	3	12	-1	-0.8	-3	-31
CC(C)(C)OC(=O)N/N=C/c1cccc([N+](=O)[O-])c1	-6	2	-2.5	9	4	-1	-6	-5	1.6	-9	-29
Cn1c(CN2CCOCC2)nc2cc(NC(=O)COc3ccccc3)ccc21	-7	-4	-2.3	-3	13	0	-23	1	0.5	3	23
CC(=O)n1cc([C@@H]2C=C(C(=O)N3CCOCC3)O[C@H](OCCCCO)C2)c2ccccc21	-3	-6	1.3	-15	-2	/	-3	-4	0.0	-3	30
COc1cc2c(cc1OC)C(c1cccc(Cl)c1Cl)CC(=O)N2 (configuration not stated)	-5	-14	-2.8	-23	-3	12	9	-6	-4.7	-11	-14
Clc1ccccc1CN1CCN(CCCc2ccccc2)CC1	-8	11	2.2	-10	-8	5	-5	-1	0.9	0	/
O=C(NCc1ccc(Cl)c(Cl)c1)c1cccnc1	0	4	0.4	-23	1	-3	-15	-6	-0.8	4	12
CC(=O)c1c(C)[nH]c2ccccc2c1=O	1	-2	-1.2	-5	-1	1	36	2	2.3	-3	1
CSc1ccccc1NC(=O)COc1ccc(Cl)cc1C	-2	-3	3.3	-4	14	-3	-3	3	0.7	2	6
CCCCCCCCCCC[N+](C)(C)CC/C=C1/c2ccccc2Sc2ccc(Cl)cc21	-93	-4	-4.0	-13	-5	14	107*	-1	2.0	6	29
Cc1ccccc1N(CC(=O)NCCc1ccccc1)C(=O)CCC(=O)Nc1ccccn1	-7	2	2.3	12	-15	-3	15	3	1.8	4	6
Cc1ccc(NC(=O)CN2C(=O)NC(Cc3c[nH]c4ccccc34)C2=O)cc1S(=O)(=O)N1CCCCC1 (configuration not stated)	-7	8	-0.7	5	3	0	39	-7	0.5	-2	16
COc1cc2[nH]c(=S)n(Cc3ccc(C)cc3)c(=O)c2cc1OC	-4	0	1.0	-15	1	5	4	4	-0.5	-3	3
Cc1ccc2nc(CSc3nnc(-c4ccco4)n3-c3ccccc3)cc(=O)n2c1	-1	1	-0.4	-6	-5	0	12	-4	0.4	-2	11
O=C(O)CCC(=O)Nc1ccc(F)cc1	5	3	-1.2	-1	0	8	?	0	-0.4	0	171
COc1ccc(CC(=O)NCCN2CCOCC2)cc1	-4	-1	0.2	6	-6	1	5	5	8.3	-2	395*
CCOC(=O)N1CCN(C(=O)C2CCN(S(=O)(=O)c3cc(C)ccc3OC)CC2)CC1	-4	-1	1.4	-10	2	-4	23	-3	-1.8	3	4
CCN(CC)S(=O)(=O)c1ccc2[nH]c(=O)cc(C(=O)NCC3CCCO3)c2c1 (configuration not stated)	-1	-5	2.7	-12	-13	0	12	-3	1.8	3	-6
COc1ccc(-c2nnc(SCc3nc4ccccc4s3)n2C(C)C)cc1	2	3	-1.4	-1	3	-1	-22	-5	-0.7	-3	-3
OC(CN1CCN(c2ccc(F)cc2)CC1)c1ccc(Cl)cc1 (configuration not stated)	-2	-1	-1.1	-12	-1	-1	3	1	-2.2	0	97
CCN(CC)CCCNc1nc(C)cc(COC)c1C#N	4	1	/	2	10	13	-39	2	-1.7	0	188
Cc1cc(C(C)(C)C)c(OC(=O)[C@@H]2OC(c3ccccc3)=C[C@H]2c2ccccc2)c(C(C)(C)C)c1	-5	-2	1.0	-4	-1	/	-15	0	-1.3	4	1
N#Cc1ccccc1OCC(=O)NC(=O)NCc1ccccc1	1	-4	-0.5	-4	-3	0	2	5	1.6	-8	32
COc1ccc(CN(C)C(=O)c2cc(S(=O)(=O)N3CCCCCC3)ccc2OC)cc1OC	-3	-1	0.1	10	57*	1	-4	6	1.8	-4	-4
CCOCCCNC(=O)CCc1nnc2n(CCC(C)C)c(=O)c3ccccc3n12	-4	-1	-5.5	-4	-7	0	5	0	0.8	-11	-23
COc1ccc2nc(SCC(=O)NC3CC3)c(C#N)cc2c1	?	-4	-2.0	-15	-5	-1	13	-1	1.7	-9	14
O=C(CN1CCN(Cc2ccccc2)CC1)N1CCCCCC1	5	-3	2.8	11	-6	-1	-14	-1	-0.2	-4	-10
O=C(CN(C(=O)c1ccco1)c1cccc(F)c1)NCc1ccc(F)cc1	-6	2	0.1	-10	4	-5	14	2	-0.2	-5	/
CC(C)CC(=O)Nc1ccc(C(=O)CN2C(=O)NC3(CCOc4ccccc43)C2=O)cc1 (configuration not stated)	-5	-15	-1.8	12	17	0	/	-4	0.3	1	566*
S=c1nccc(-c2ccc3c(c2)CCO3)[nH]1	-5	3	-0.5	12	31	-1	-5	-1	0.3	-8	2
COc1ccc(C2=CC3=C(Br)C(=O)C(C)(O)C(=O)C3=CO2)cc1 (configuration not stated)	-3	-11	6.3	-8	-9	/	107*	-9	3.4	3	1
O=C(CCl)Nc1cc2[nH]c(=O)[nH]c2cc1Br	-5	-3	0.8	-9	-1	1	/	-4	-1.8	-6	3
COc1nccnc1NS(=O)(=O)c1ccc(NC(=O)c2ccccc2Br)cc1	2	0	-2.4	-2	6	-2	25	3	-2.6	-9	5
CC(Sc1nnc(COc2ccc(Cl)cc2)n1Cc1ccco1)C(=O)N1CCNC1=O (configuration not stated)	-10	-5	0.5	4	-1	/	/	4	1.0	-3	/
COc1cccc(CC(NC(C)=O)C(=O)NC2CCN(c3c4c(nc5ncnn35)CCC4)CC2)c1 (configuration not stated)	0	-5	1.2	-10	-10	-4	15	-2	-1.5	-2	/
CCOc1cccc2cc(C(=O)NCc3ccc(C)cc3)c(=N)oc12	-17	-1	1.7	-10	-7	1	5	-4	1.0	-7	-17
CS(=O)(=O)Cc1ccc(C(=O)NNC(=O)c2cc(-c3ccccc3)n[nH]2)cc1	-2	-1	0.5	-15	-1	0	/	-4	0.7	2	-18
O=C(Nc1nc2ccccc2n1Cc1ccc(Cl)cc1)c1ccco1	-1	4	1.8	1	-11	1	6	2	1.4	-2	-19
O=C(CSc1nc2ccccc2c(=O)n1-c1ccccc1F)NC1CCS(=O)(=O)C1 (configuration not stated)	-2	-6	-0.9	-7	0	-3	6	1	0.1	-6	-1
Cc1ccc(NC(=O)c2ccco2)cc1C	2	2	-0.8	-10	-2	-5	-1	1	0.3	-8	2
COCc1cc(C)nc(OCC(=O)N/N=C/c2ccccc2)c1C#N	-12	-4	0.5	-11	-10	1	5	-1	0.7	-4	7
Cc1cc(-c2cccnc2)c(C#N)c(SCC#N)n1	-8	3	-0.7	-12	0	0	-10	-3	-2.7	-4	0
